Screening data from PubChem.
M18AAP inhibitor – blocks P. falciparum M18 aspartyl aminopeptidase | recombinant PfM18AAP, H-Glu-NHMec fluorogenic cleavage | inhibition, % at 7.35 µM | 1.2% of 290,000 active;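 active means inhibition above the campaign mean inhibition over all tested compounds plus 3 SD, cut at about 28% in these data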;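 further: 0% = plate median of test compound wells and 100% = 2 mM ZnCl2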
NS3 helicase inh – inhibitors of Hepatitis C virus NS3 helicase; NS3 helicase DNA unwinding, Cy5 molecular beacon fluorescence; inhibition, % at 10.9 µM; 0.56% of 290,000 active;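 active means inhibition above the mean of all tested compounds plus 3 SD, set per campaign, cut at about 35% in these data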;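 further: 0% = DMSO wells and 100% = thioflavine S control wells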
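Material: hepatitis C virus NS3 helicase domain fragment enzyme; measured by: Cy5 fluorescence, 0 and 60 min reads; control set: DMSO and thioflavine S; incubation: 60 min unwinding reaction at 25 °C after ATP addition; read-out basis: % inhibition from 60/0 min fluorescence ratio, DMSO 0%, thioflavine S 100%; repeats: singlicate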
MEKK2wt PB1 HTS – raises or lowers MEK5 binding to wildtype human MEKK2 PB1 domain | bead flow cytometry, Alexa488-MEK5 binding to MEKK2 WT; actives lie on both sides | 1.1% of 290,000 active | Q9Y2U5 | binding response (% of control), % at 10 µM; in the data active means binding response below about 67% or above about 130%
SUMO HTRF inh – SUMOylation inhibition | P63279 | HTRF SUMOylation assay, SAE1/SAE2 + UBC9, in vitro | inhibition, % at 35 µM | 0.36% of 290,000 active | AID 2006; in the data active means inhibition above about 50%, passing the limit was not always enough; further: strong numbers were not always called active
Target sequence (P63279 whole entry, looked up): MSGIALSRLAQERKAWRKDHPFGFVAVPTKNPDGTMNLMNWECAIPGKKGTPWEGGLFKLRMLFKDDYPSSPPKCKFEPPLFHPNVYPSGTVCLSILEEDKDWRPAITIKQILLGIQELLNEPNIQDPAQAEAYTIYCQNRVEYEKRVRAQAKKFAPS
IMP-1 inhibitor – blocks Pseudomonas aeruginosa IMP-1 metallo-beta-lactamase | purified IMP-1, nitrocefin hydrolysis, epi-absorbance fluorescence | inhibition, % at 5.6 µM | 0.45% of 290,000 active | AID 1556;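 active means inhibition above the mean plus 3 SD of all compounds in the same screening run, cut at about 4.5% in these data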;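 further: 0% = IMP-1 with DMSO and 100% = DMSO wells lacking enzyme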
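Assay system: purified IMP-1; Quantity: IMP-1 0.2 nM before substrate addition; Medium: HEPES buffer pH 7.1 with ZnSO4 and Brij 35; Incubation: 15 min enzyme–compound preincubation, then 25 min nitrocefin reaction, 25 °C; Signal: fluorescence quenching readout, ex 480/em 530 nm; Controls: DMSO with and without IMP-1; Repeats: singlicate testing.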
VIM-2 inh – inhibitors of Pseudomonas aeruginosa VIM-2 metallo-beta-lactamase; 0.89% of 290,000 active; AID 1527; purified VIM-2, nitrocefin hydrolysis, epi-absorbance fluorescence; inhibition, % at 5.6 µM;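 active means inhibition above the mean of all tested compounds plus 3 SD, cutoff set per screening run, cut at about 7.5% in these data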;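 further: red hydrolysis product quenches plate fluorescence so inhibitors raise well fluorescence; 0% = enzyme with DMSO and 100% = DMSO without enzyme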
NALP1 inh – NALP1 inhibition. S. cerevisiae NALP1/ASC/caspase-1 growth, X-gal OD620, 72 h. inhibition, % at 10 µM. 0.61% of 280,000 active. AID 2071; in the data active means inhibition mostly above about 24%, no sharp cut-off; inactive means mostly below about 32%; further: some compounds called inactive have numbers as strong as hits
MEKK2mut PB1 HTS – signal of MEK5 binding to mutant human MEKK2 PB1 domain. percent response, % at 10 µM. 0.35% of 290,000 active. bead flow cytometry, Alexa488-MEK5 binding to MEKK2 mutant; in the data active means percent response above about 24%, passing the limit was not always enough; further: inactives centre near 1; some results filed as inactive read as strong as hits
DNA FID counter – counter-screen for HCV NS3 helicase inhibitors: DNA intercalator displacement; DNA fluorescent intercalator displacement, fluorescence; inhibition, % at 7.9 µM; 0.17% of 290,000 active; AID 1845; in the data active means inhibition above about 37%;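 further: 0% = vehicle and 100% = reference compound; higher means more ethidium bromide displaced from hairpin DNA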
Starred values were filed as active, the others as inactive; x = not tested or not shown.

SMILES	M18AAP inhibitor	NS3 helicase inh	MEKK2wt PB1 HTS	SUMO HTRF inh	IMP-1 inhibitor	VIM-2 inh	NALP1 inh	MEKK2mut PB1 HTS	DNA FID counter
Clc1ccc(COn2c(-c3ccc(Cl)cc3Cl)nc3ncccc32)cc1	-7	1	85	15	-5.5	-4.8	9	-2	-22
COc1ccc(NS(=O)(=O)c2ccc(Cl)c(NC(=O)c3cccnc3Cl)c2)cc1	-4	13	97	9	-2.3	0.1	2	-15	-10
Cc1nn(-c2ccccn2)c(C)c1Oc1ccccc1O	-5	-1	101	-9	-2.9	-4.5	-18	4	-11
COc1ccc(S(=O)(=O)N2CC(O)CC2C(=O)OCc2nc3sc(C)c(C)c3c(=O)[nH]2)cc1 (stereo not drawn)	6	0	92	11	-1.2	-1.6	22	-4	-8
Cc1ccccc1C(=O)N1CCC(n2nccc2NC(=O)C2CC2)CC1	-3	-10	101	0	-1.4	-0.8	14	3	-9
O=C(NC1CCCC1)C(c1cccnc1)N(C(=O)c1csnn1)C1CC1 (stereo not drawn)	-1	3	83	4	-0.7	-2.6	8	-9	-5
Cc1nn(C)c(C)c1/C=C(/C(=O)C(C)C)n1cncn1	0	7	101	-4	-3.2	-1.3	14	0	-9
CCc1nnc(NS(=O)(=O)c2ccc(NC(=S)NC(=O)c3ccccc3)cc2)s1	-12	45*	88	4	-0.3	-2.5	-48	-2	-17
O=C1C(=O)N(Cc2cccnc2)C(c2cccc(F)c2)/C1=C(/O)c1ccc2c(c1)OCO2 (stereo not drawn)	11	4	99	-2	-1.0	-1.0	11	2	-32
Cc1ccc(-c2nc(N)n(C(=O)c3cccs3)n2)cc1	-2	2	98	28	-3.0	-0.2	-2	-5	3
O=C(Cn1c(-c2ccccc2)c[n+]2ccsc12)c1ccccc1	-6	-26	104	7	-0.8	-2.4	0	-4	3
Cc1ccc(-c2noc(CCC(=O)N3CCN(c4cccc(C(F)(F)F)c4)CC3)n2)cc1	-8	-1	111	-17	-2.6	-1.5	-3	15	-5
FC(F)(F)c1cc(C(F)(F)F)c2ccc(N/N=C/c3cccc(Cl)c3)nc2n1	-9	9	105	12	-2.9	-5.3	-12	4	-2
CCCn1c(SCC(=O)NCc2ccccc2)n[nH]c1=O	-5	3	99	5	-2.3	-2.7	-2	-2	-4
OCC1(Cc2ccccc2F)CCCN(CCc2ccccc2)C1 (stereo not drawn)	4	3	115	6	-3.5	-1.7	-1	9	4
COc1cccc(/C=N\NC(=O)Cn2nnc3ccccc32)c1O	13	7	90	23	-4.2	-8.2	-9	-8	-7
CCc1ccc(S(=O)(=O)Nc2ccc(Br)cn2)cc1	-1	-6	104	-2	-2.4	-2.0	-18	8	-10
O=C(NNS(=O)(=O)c1ccccc1[N+](=O)[O-])c1ccccc1Cl	-1	2	99	17	-3.8	-1.6	17	-9	10
CN(C)c1cc(NC(=O)CNC(C)(C)C)c2ccccc2n1	2	-12	96	18	-1.3	0.3	x	1	53*
O=C1Nc2ccccc2C1(O)c1ccccc1O (stereo not drawn)	-12	18	100	2	0.5	0.9	20	-3	-2
CCOc1cc(/C=C2\C(=O)ON=C2C)ccc1OCc1ccccc1	9	0	99	5	-2.1	-1.4	17	-1	-5
c1ccc(CCn2cnc3ccccc32)cc1	-5	6	103	-2	-0.4	0.3	-10	7	-3
Cc1cc(C)c2c3c(oc2n1)C(=O)N(c1cccc(Cl)c1)CC(=O)N3	-13	1	99	3	-1.5	-1.0	x	-4	-3
Cc1ccc(Cl)cc1N1CCN(C(=O)C2CCN(c3nnc(-n4cccc4)s3)CC2)CC1	1	-19	94	10	-2.5	-0.5	20	4	-6
COc1ccccc1NS(=O)(=O)c1ccc(C)c(C(=O)NCC(c2ccco2)N2CCCCC2)c1 (stereo not drawn)	2	4	112	-9	-2.5	-4.1	0	8	8
Cc1[nH]c(=O)[nH]c(=O)c1NC(=O)CSc1ncccc1-c1nc2ccccc2[nH]1	-2	5	95	27	0.4	-0.6	0	1	-1
Cc1ccc(/C=C(\NC(=O)c2ccccc2)C(=O)NCC2CCCO2)o1 (stereo not drawn)	-18	-3	100	2	-1.6	-1.4	0	-3	-11
O=c1cc(CSc2nnc3ccccn23)c2c(ccc3ccccc32)o1	9	21	94	22	-2.9	4.7	14	-1	-16
O=C1OC(c2ccc3c(c2)OCO3)N(C(=O)c2ccc(Cl)c(Cl)c2)c2ccccc21 (stereo not drawn)	8	12	96	2	-2.3	0.7	19	14	-11
CC(=O)N(C)c1ccc(OCC(O)CN(c2ccccc2C)S(=O)(=O)c2ccc(C)cc2)cc1 (stereo not drawn)	-12	2	95	5	-2.9	-3.6	-55	4	-57
CCOC(=O)c1[nH]c(C)c(C(=O)Nc2ccc(Cl)cc2)c1C	-9	-4	98	1	-0.3	-1.2	18	0	-3
Cc1ccc(O)c(C(CC(=O)NCc2ccco2)c2ccccc2)c1 (stereo not drawn)	8	5	85	9	-2.3	-4.3	6	-7	-8
O=C(CCCOc1ccc(Cl)cc1Cl)N/N=C/c1ccco1	-4	-9	80	31	0.9	0.6	2	-11	-16
c1ccc2nc3ccccc3nc2c1	-1	-1	68	10	-0.3	-0.8	15	1	2
Cc1cc2c(cc1S(=O)(=O)Nc1cccc(F)c1)n(C)c(=O)c(=O)n2C	6	6	94	7	0.5	0.5	14	-3	-6
COc1ccccc1C1CC(c2cccs2)=Nc2ccccc2S1 (stereo not drawn)	12	19	104	-11	-3.5	-3.5	-6	4	-2
CCOC(=O)C1(C)/C(=N/Nc2ccc(Cl)cc2)C(=O)C(=O)N1c1ccccc1 (stereo not drawn)	16	21	96	5	-0.8	3.2	8	-3	-7
CCOC(=O)N1CCC(NC(=O)c2cn(-c3ccc(OC)cc3)c(=O)c3ccccc23)CC1	-3	-10	100	21	-2.2	-2.0	0	0	-30
Cc1ccc(NS(=O)(=O)c2csc(C(N)=O)c2)cc1C	4	7	104	12	-0.4	-3.1	-3	6	0
CCN(CC)CCNC(=O)c1ccc(NC(=O)Cc2ccccc2F)cc1	-14	1	95	4	-0.8	-0.7	11	-3	8
CC(=O)Nc1cccc(NC(=O)COc2ccccc2C)c1	0	1	101	-2	0.1	-0.9	20	-2	-10
N/C(=N\OC(=O)CCCN1C(=O)c2ccccc2C1=O)c1ccc(Cl)cc1	-5	-3	102	-2	-4.0	-6.3	0	3	-1
CCN(Cc1ccccc1)C(c1ccncc1)c1nnnn1C(C)(C)C (stereo not drawn)	-4	-1	99	-7	-2.9	-2.9	6	1	-23
NC(=O)C1CC(=O)N(Cc2ccc3c(c2)OCO3)C(=Nc2ccccc2)S1 (stereo not drawn)	0	-2	109	16	-0.6	0.3	7	6	-16
Cc1cccc(N2CC3=C(C2=O)C(c2ccccc2)NC(=O)N3C)c1 (stereo not drawn)	-16	1	99	8	-1.3	1.1	-3	1	-6

Structures above that contain a CF3 group:
SMILES	M18AAP inhibitor	NS3 helicase inh	MEKK2wt PB1 HTS	SUMO HTRF inh	IMP-1 inhibitor	VIM-2 inh	NALP1 inh	MEKK2mut PB1 HTS	DNA FID counter
Cc1ccc(-c2noc(CCC(=O)N3CCN(c4cccc(C(F)(F)F)c4)CC3)n2)cc1	-8	-1	111	-17	-2.6	-1.5	-3	15	-5
FC(F)(F)c1cc(C(F)(F)F)c2ccc(N/N=C/c3cccc(Cl)c3)nc2n1	-9	9	105	12	-2.9	-5.3	-12	4	-2

(continued)
SMILES	M18AAP inhibitor	NS3 helicase inh	MEKK2wt PB1 HTS	SUMO HTRF inh	IMP-1 inhibitor	VIM-2 inh	NALP1 inh	MEKK2mut PB1 HTS	DNA FID counter
CC1(C)CC(=O)C2=C(C1)OC(N)=C(C#N)C21C(=O)N(CN2CCOCC2)c2ccccc21 (stereo not drawn)	2	3	95	27	1.7	-1.5	x	0	-2
Cc1ccc([N+](=O)[O-])cc1NC(=O)CN1CCC(C)CC1	-6	-8	x	0	0.1	1.2	-5	x	10
Cn1nnc(NC(=S)NC(=O)c2cccc3ccccc23)n1	5	-2	101	7	-1.7	-3.4	13	1	-6
CCc1ccccc1-n1c(SCC(=O)NC)nnc1-c1ccco1	1	0	102	14	-2.9	-2.1	-1	8	-12
Cc1ccc(C(O)(C(=O)NN(C(=O)c2ccccc2)c2ccccc2)c2ccc(C)cc2)cc1	-3	-6	103	-6	-0.6	-1.7	10	0	-18
S=c1[nH]ccn1-c1cccc(Cl)c1	23	8	96	8	-3.4	0.0	9	-2	-9
COc1ccc(CN2CCC(n3nccc3NC(=O)C3CC3)CC2)c(Cl)c1OC	3	3	99	-1	-3.4	-3.2	7	15	4
CN(CC(=O)Nc1ccc(Cl)c(C(F)(F)F)c1)C(=O)Cc1cccs1	-3	-11	96	2	-3.8	-1.1	-4	-4	-10
CCOc1ccc(NC(=O)CNC(=O)c2ccc(OC)c(OC)c2)cc1	1	1	109	9	-1.8	-1.6	23	13	-6
CSc1ncc(C(=O)Nc2ccc(Cl)cc2)c(C)n1	-5	-1	106	8	-1.8	1.2	4	6	-6
CCSc1ccc(-c2ccc(C)cc2)nn1	-2	7	107	5	-2.4	-2.0	2	7	-3
CCC[C@@H]1C[C@@H](C(=O)NC(C(C)Cl)[C@H]2O[C@H](SC)[C@H](O)[C@@H](O)[C@H]2O)N(C)C1 (stereo partly drawn)	1	-14	104	-10	-2.5	-3.4	12	5	5
CCCNC(=O)c1ccccc1NC(=O)CN(c1ccccc1OCC)S(C)(=O)=O	1	2	100	-1	-7.9	-2.2	4	4	-27
COc1cccc(-c2nc(CC(=O)O)cs2)c1OC	6	14	105	8	-0.1	2.6	12	0	-5
CC(C)c1ccc(NCCC(=O)c2ccc(Br)cc2)cc1	-5	-2	107	3	-1.2	0.8	22	3	0
CC(C(=O)NC(C)(C)C)N(Cc1cccs1)C(=O)CCN1CCc2ccccc21 (stereo not drawn)	6	10	104	-1	-2.3	-2.9	5	8	-31
COC(=O)[C@@]1(Cc2ccc(F)cc2)[C@H]2c3cc(C(=O)N(C)C)n(Cc4ccccn4)c3C[C@H]2CN1C(=O)c1ccccc1	4	-10	94	34	-0.4	-4.6	15	-5	-51
Cc1ccc(C(=O)N2CCN(S(=O)(=O)c3ccccc3[N+](=O)[O-])C2)cc1	0	2	99	0	-1.5	-1.3	0	-12	-1
O=C(/C=C/c1ccccc1)NC(=S)Nc1ccc(N2CCOCC2)c(Cl)c1	-1	-1	x	16	-1.3	2.0	-6	x	-3
Cc1cccc(C)c1NS(=O)(=O)c1ccc(F)cc1	2	-1	97	-7	-0.1	-1.2	1	-5	-4
COc1nc(NCCO)nc(Nc2ccc([N+](=O)[O-])cc2)n1	2	8	101	13	-1.8	-2.9	21	-1	1
COc1cccc(Cn2c(NCc3ccco3)nc3c2c(=O)n(C)c(=O)n3C)c1	6	5	96	-6	-1.4	-5.4	x	-5	-12
Nc1cc(=O)nc(SCc2ccccc2)n1Cc1ccco1	0	3	107	5	-2.1	-4.5	21	1	-8

In the list so far, two contain bromine.
SMILES	M18AAP inhibitor	NS3 helicase inh	MEKK2wt PB1 HTS	SUMO HTRF inh	IMP-1 inhibitor	VIM-2 inh	NALP1 inh	MEKK2mut PB1 HTS	DNA FID counter
CCc1ccc(S(=O)(=O)Nc2ccc(Br)cn2)cc1	-1	-6	104	-2	-2.4	-2.0	-18	8	-10
CC(C)c1ccc(NCCC(=O)c2ccc(Br)cc2)cc1	-5	-2	107	3	-1.2	0.8	22	3	0
